Assay outcomes deposited in PubChem BioAssay by National Center for Advancing Translational Sciences (NCATS).
IP6K1 inhibitor = Primary qHTS assay for small molecule inhibitors of Inositol hexaphosphate kinase 1 (IP6K1); activity change, % (series mostly up to about 58 µM); IP6K1 kinase, ADP-Glo luminescence, 2 h; hits give low values; Inositol hexakisphosphate kinase 1 (Homo sapiens), Q92551; 140,000 tested, 0.81% active; in the data active = activity change below about -25%
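ADP-Glo luminescence measures ADP made by human IP6K1 during a 2 h RT reaction with ATP/IP6 (mix at 1.3 mM/130 uM); top library doses 57.5 and 19.1 uM final.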
GPT2 inhibitor = Primary qHTS assay for inhibitors of Glutamate pyruvate transaminase 2 (GPT2); Recombinant GPT2, coupled pyruvate oxidase/HRP Amplex Red fluorescence; Potency, µM (highest dose often 57.7 µM), inactives show top-dose activity change, negative = inhibition, hits mostly inhibitors; 100,000 tested, 0.25% active; AID 1671188, 2021; also: potency is read from the fitted curve at half-maximal effect; nearly all actives have a fitted effect of over 60% in size; many of its hits are not listed in these tables
Target sequence (Q8TD30 whole entry, looked up): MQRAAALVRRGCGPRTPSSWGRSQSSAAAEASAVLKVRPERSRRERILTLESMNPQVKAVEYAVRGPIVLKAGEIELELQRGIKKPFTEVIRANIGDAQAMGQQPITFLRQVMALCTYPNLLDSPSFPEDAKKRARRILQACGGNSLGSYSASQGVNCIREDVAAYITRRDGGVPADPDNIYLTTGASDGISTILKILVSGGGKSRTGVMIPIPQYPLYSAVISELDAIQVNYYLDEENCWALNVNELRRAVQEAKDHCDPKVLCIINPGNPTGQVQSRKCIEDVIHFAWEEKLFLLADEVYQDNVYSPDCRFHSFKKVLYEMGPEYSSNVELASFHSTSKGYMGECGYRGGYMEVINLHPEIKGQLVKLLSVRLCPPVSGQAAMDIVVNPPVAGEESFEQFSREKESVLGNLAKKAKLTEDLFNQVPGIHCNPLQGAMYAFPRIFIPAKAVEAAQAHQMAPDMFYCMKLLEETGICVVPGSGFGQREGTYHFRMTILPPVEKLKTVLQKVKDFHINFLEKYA
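Fluorescence of coupled pyruvate oxidase/HRP/Amplex Red system (50uM Amplex, 30 min, dark) reports pyruvate formed by GPT2. Enzyme reaction: 10ng/uL GPT2, 2mM L-alanine, 250uM a-KG, 30 min room temperature, pH 7.5; 50uM AOA control.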
3T3 cytotox = Cytotoxic Profiling in NIH 3T3 Cell Line of Diverse Libraries Using Quantitative High-Throughput Screening | NIH 3T3 viability, CellTiter-Glo ATP luminescence, 48-72 h | 94,000 tested, 4.3% active | Potency, µM (series often up to 96.7 µM), for the others: at the highest dose activity change, negative = cytotoxicity, usual class: inhibitors; also: potency is read from the fitted curve at half-maximal effect; nearly all actives have a fitted effect of over 55% in size
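NIH 3T3 cells at 400 cells/well received 23 nL of compound by pintool and were incubated 48 or 72 h at 37 °C. Viability was read as ATP-coupled CellTiter-Glo luminescence.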
SNCA viab count = GF-AFC viability counterscreen for inhibitors of alpha-synuclein gene (SNCA) expression. Potency, µM (titrated, usually from 57.1 µM), for the others: at the top dose activity change, negative = cytotoxicity, usual class: cytotoxic. HEK-293-SNCA-luc viability, GF-AFC fluorescence, 24 h. 150,000 tested, 0.12% active;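 also: potency is read from the fitted curve at half-maximal effect; 0% = DMSO-treated cells and -100% = medium-only wells without cells; nearly all actives have a fitted effect of over 30% in size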
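HEK-293-SNCA-luc cells (1500/well) plated 24 h, then exposed 24 h to a dilution series; GF-AFC added 30 min at 37C, fluorescence 405/540 nm; normalised to medium-only and DMSO wells, Hill fit.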
HEK293 tox = Cytotoxic Profiling in HEK 293 Cell Line of Diverse Libraries Using Quantitative High-Throughput Screening; Potency, µM (series often up to 115 µM), for the others: top-dose activity change, negative = cytotoxicity, most hits filed as inhibitors; 94,000 tested, 6.6% active; HEK 293 viability, ATP luminescence (CellTiter-Glo), 48-72 h; AID 1345083, 2018; also: potency is read from the fitted curve at half-maximal effect; nearly all actives have a fitted effect of over 60% in size
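HEK 293 seeded at 250 cells/well receive compound via pintool. After 48 or 72 hr at 37 degree Celsius, 5% CO2 and 95% humidity, CellTiter-Glo is dispensed and luminescence read following 10 min at room temperature.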
SNCA expr inh = Primary qHTS assay for inhibitors of alpha-synuclein gene (SNCA) expression | AID 1671194, 2021 | HEK-293 SNCA-luciferase knock-in, luminescence, 24 h | 140,000 tested, 0.17% active | Potency, µM (doses to about 57.2 µM), for inactives: at the highest dose activity change, negative = inhibition, most hits filed as inhibitors;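 also: potency is read from the fitted curve at half-maximal effect; plate controls were DMSO cells for no effect and cell-free wells for full effect; nearly all actives have a fitted effect of over 45% in size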
Luciferase inh = Firefly luciferase inhibition profiling of diverse chemical library using quantitative high-throughput screening; purified P. pyralis luciferase, luminescence, biochemical; Potency, µM (highest dose often 115 µM), for inactives: top-dose activity change, negative = inhibition, hits mostly inhibitors; 76,000 tested, 2.5% active; AID 1347043, 2019; also: potency is read from the fitted curve at half-maximal effect; nearly all actives have a fitted effect of over 65% in size
Target sequence (P08659 whole entry, looked up): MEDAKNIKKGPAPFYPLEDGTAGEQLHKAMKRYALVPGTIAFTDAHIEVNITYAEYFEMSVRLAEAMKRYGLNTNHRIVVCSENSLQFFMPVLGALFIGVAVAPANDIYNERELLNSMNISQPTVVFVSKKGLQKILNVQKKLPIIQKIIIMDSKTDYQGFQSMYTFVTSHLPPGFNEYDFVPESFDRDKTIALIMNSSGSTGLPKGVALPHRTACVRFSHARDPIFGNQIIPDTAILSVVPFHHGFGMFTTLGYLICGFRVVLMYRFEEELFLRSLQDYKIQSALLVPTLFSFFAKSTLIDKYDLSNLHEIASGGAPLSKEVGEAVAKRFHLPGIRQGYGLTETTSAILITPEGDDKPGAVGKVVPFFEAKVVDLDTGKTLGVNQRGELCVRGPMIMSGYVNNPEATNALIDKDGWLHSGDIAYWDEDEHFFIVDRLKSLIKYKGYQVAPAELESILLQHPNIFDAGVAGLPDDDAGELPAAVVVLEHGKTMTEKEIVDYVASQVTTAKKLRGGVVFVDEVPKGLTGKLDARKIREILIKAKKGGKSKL
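Purified P. pyralis luciferase (10nM final) in 50mM Tris acetate pH 7.5, 10mM Mg acetate, 0.01% Tween-20, 0.05% BSA with 10uM D-luciferin and 10uM ATP. Compounds titrated qHTS. Luminescence imaged on CCD.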
Active calls of the source: *; i = inactive; u = inconclusive; x = not tested or not shown; [ ] = dose if it differs, or a comment. Unless noted, calls follow the shape of the dose curve; as a rule, active = well fitted curve in the direction sought with a large enough effect; inconclusive = small, poorly fitted or top-dose-only effect, or another doubt; inactive = no such curve, though single readings can be large; an effect the other way counts as inactive or inconclusive. Unless noted, % is scaled to controls: 0 for no effect and ±100 for the full control effect. Some of the compounds tested, so the mix of outcomes need not match the whole.

| compound | IP6K1 inhibitor | Luciferase inh | SNCA expr inh | GPT2 inhibitor | HEK293 tox | SNCA viab count | 3T3 cytotox |
| --- | --- | --- | --- | --- | --- | --- | --- |
| Cc1cc(C)nc(CNC(=O)c2ccc3nc(-c4ccc(F)cc4)cn3c2)n1 | 2 | -16% | 20% | i | 1% | 11% | 5% |
| COC(=O)C1=C(C)NC(=O)NC1c1ccc(C(C)C)cc1 (stereo not given) | -3 | 7% | -27% | -23% | u | 1% | -20% |
| COc1ccc(CCNC(=O)CCn2c(=O)c3ccccc3n(CC(=O)Nc3ccc(C)cc3C)c2=O)cc1OC | 6 | x | 19% | x | x | -30% | x |
| O=C(C1CCc2nnc(-c3cccc(C(F)(F)F)c3)n21)N1CCOCC1 (stereo not given) | 4 | x | -23% | 0% | u | -8% | -8% |
| Cn1nc(CN2CCOCC2)c2c1CCN(S(=O)(=O)c1ccc3c(c1)CCC3)C2 | 17 | x | 16% | i | -28% | 9% | -30% |
| COc1ccc(-c2onc(C)c2C)cc1S(=O)(=O)N1CCN(c2cc(C)ccc2C)CC1 | 28 | x | -1% | x | x | 6% | x |
| O=C(c1ccoc1)N1CC(Oc2cccc(-c3nc(-c4ccccc4)no3)c2)C1 | -2 | u | 32%[activator] | i | u | -10% | u |
| COc1cc(Cl)ccc1C(=O)N1CCC(Oc2ccc(C(=O)N(C)C)cn2)CC1 | 5 | 5% | 2% | i | 3% | 1% | i |
| Cc1ccc(-c2ccccc2CN2CCN(C(=O)c3ccccc3Cl)CC2)cc1Cl | -7 | x | 3% | -13% | 40µM* | -3%[12.5 µM] | 40µM* |
| CN(C(=O)C(=O)Nc1ccc2nc3n(c(=O)c2c1)CCCCC3)c1cccc(C(F)(F)F)c1 | -14 | x | 2% | x | x | -1% | x |
| COc1ccc(C(=O)N2CCc3ccc(C(=O)NCc4cccc(F)c4)cc32)cc1 | -2 | -4% | -2% | -15% | 40µM* | u | u |
| Cc1ccc(N(C)C(=O)CCS(=O)(=O)c2cc3c(cc2Cl)NC(=O)CO3)cc1 | -8 | x | 25% | x | x | -3% | x |
| CC1=C[C@@H](CN2CCN(c3ncccn3)CC2)[C@H](C(C)C)C[C@H]1Cc1nnc(COc2ccc(F)cc2)o1 | -5 | 1% | u | i | 25µM* | u | 40µM* |
| Cc1cccc(N2CCN(C(=O)CCCn3c(=O)[nH]c4ccsc4c3=O)CC2)c1C | -1 | x | 10% | x | x | 2% | x |
| Cc1ccc(-c2nc(CS(=O)(=O)CC(=O)NCCc3ccccc3)c(C)o2)cc1 | 23 | x | -6% | x | x | 0% | x |
| NC(=O)CNC(=O)C1=C[C@@H](NC(=O)Nc2ccc(OC(F)(F)F)cc2)[C@@H](O)[C@H](O)C1 | -2 | 12%[172 µM] | 69%[activator][87.6 µM] | u | -15%[172 µM] | -1%[87.6 µM] | -13%[174 µM] |
| Cc1nncn1C1CN(S(=O)(=O)c2ccccc2F)C1 | -1 | x | 17% | -16% | i | 5% | 1% |
| CC1(C(=O)NCCCc2ccccc2)CCCCC(=O)N1 (stereo not given) | 16 | -4% | -17% | 1% | 3% | -5% | -5% |
| CS(=O)(=O)N1CCC(OC2CCN(C(=O)NCc3cccc(F)c3)CC2)CC1 | -11 | 0% | -11% | -26% | 0% | 11% | -7% |
| O=C(N1CCCC1)N1CCN(C2CCNCC2)C(=O)C1 | 10 | x | -17% | -22% | -8% | -10% | 3% |
| CC1=C(C(=O)OC(C)C)C(c2ccccc2)NC(=O)N1 (stereo not given) | 0 | 0% | -1% | u | -14% | -1% | -2% |
| O=C(c1cc(F)ccc1F)N1CCC2(CC1)N=C(c1ccc(Cl)cc1)NO2 | -2 | -2% | -2% | i | u | 2% | u |
| CCn1ccc(C(=O)N2C[C@@H]3CCCN4CCC[C@@H]([C@H]34)[C@H]2CCCC(=O)NCC2CC2)n1 | -7 | 1% | -11% | i | -3% | 3% | i |
| Cc1cccc(NC(=O)c2ccc3nc(CCc4ccccc4)oc3c2)c1C | 13 | x | 99%[activator] | x | x | -9% | x |
| CCOc1ccc(CN2C(=O)C3(CCOCC3)CC2c2nnnn2C(C)(C)C)cc1OC (stereo not given) | -8 | x | 19% | u | -12% | 0% | -9% |
| OCCCn1c(-c2ccc(F)cc2)csc1=Nc1ccc(F)cc1 | -19 | x | 27% | x | x | 9% | x |
| CCc1ccc(CN(Cc2ccco2)C(=O)c2cc(-c3ccc(Cl)cc3)on2)cc1 | -8 | x | -10% | x | x | -7% | x |
| COc1ccc(C2Cn3cnc(C(=O)N4CCC(C(=O)Nc5cccc(C)c5)CC4)c3CO2)cc1 (stereo not given) | 0 | u | 59%[activator] | -21% | -5% | -21% | -28% |
| COC(=O)Nc1cc(-c2ccccn2)nn1-c1ccccc1 | 0 | x | 25%[87.6 µM] | -25%[88.5 µM] | -23%[172 µM] | -4%[87.6 µM] | -17%[138 µM] |
| O=C(c1ccccc1)N1CCC2(CC1)NC(=O)N(Cc1ccccc1)C2=O | 8 | 14% | 22% | i | -7% | 1% | -3% |
| COc1ccc(CCN2Cc3cc(NC(=O)c4ccc(OC)cc4)ccc3OC(C)C2=O)cc1 (stereo not given) | -1 | -19% | -21% | i | 89µM* | -12% | -28% |
| CNC(=O)[C@H]1C[C@]2(CCCCN(CCO)C2=O)N(C(=O)c2cccc(OC)c2)[C@H]1c1ccco1 | -2 | x | x | x | -33% | x | u |
| Cc1ccc(C(=O)N2CCCC3(C2)Nc2cccnc2NC3=NCc2ccccc2)cn1 (stereo not given) | 1 | 3% | -25% | u | 2% | -13% | i |
| CCN(CC)c1ccc(C(=O)N2CCCC2c2nncn2Cc2ccncc2)cc1 (stereo not given) | -8 | u | 51%[activator] | i | u | -1% | 0% |
| Cc1ccc(S(=O)(=O)N2CCN(C3CCN(Cc4ccccn4)C3=O)CC2)c(C)c1 (stereo not given) | 32 | -3% | 11% | u | -17% | 1% | -22% |
| O=C(NC1CCCCC1)N1CCCCCC1c1nc(-c2cccnc2)no1 (stereo not given) | 14 | -10% | 15% | -5% | -16% | 0% | -26% |
| COc1cccc(CNC(=O)CNC(=O)c2cccc(-c3ccc(SC)cc3)c2)c1 | -5 | x | -12% | u | 22µM* | -11% | -34% |
| Cn1cc(CN2CC[C@H](c3nc4ccccc4[nH]3)C2)c2ccccc21 | 23 | -16%[172 µM] | 22%[87.6 µM] | -15%[88.5 µM] | 50µM* | -16%[87.6 µM] | u |
| N#Cc1ccccc1Nc1ccnc(N2CC3CCC(C2)N3CC(F)(F)F)n1 | 17 | x | -5% | 4% | u | -13% | -24% |
| COC(=O)N1CCC2(C1)N=C(c1ccccn1)C(=O)N2 (stereo not given) | -2 | 2%[172 µM] | -8%[87.6 µM] | i | -19%[172 µM] | 1%[87.6 µM] | -4%[138 µM] |
| COc1ccccc1C(=O)N1CCC(N2CCCOC2=O)CC1 | -15 | x | 57%[activator] | i | 4% | 6% | 2% |
| COc1cccc(C(=O)N[C@@H]2CN(S(C)(=O)=O)C[C@H]2CN(C)C)c1 | -3 | 5% | 12% | i | -9% | -9% | i |
| CC(C)C[C@@H]1N[C@H](C(=O)NC2CCCC2)Cc2cn(CC3CC3)c3cccc1c23 | -9 | 0%[172 µM] | u | -11%[88.5 µM] | 45µM* | -26%[87.6 µM] | 35µM* |
| COC(=O)c1ccccc1NC(=O)c1cnc2c(-c3cccc(C)c3)c(C)nn2c1C | 14 | x | 5% | x | x | -2% | x |
| COc1ccccc1C(=O)N1CCC2(CC1)NC(=O)N(c1ccc(F)cc1)N2 | -13 | 3% | -30% | u | u | -5% | u |
| CN(C)C(=O)N1CCN(c2ccc3nnc(C4CC4)n3n2)CC1 | -1 | x | x | x | i | x | -10%[138 µM] |
| Cc1ccc(C(=O)N2CCC(C(=O)N3CCC(c4nc5ncccc5[nH]4)C3)CC2)cc1 (stereo not given) | 10 | x | 12% | -8% | 0% | 8% | -29% |
| CCN(CC)c1ncccc1CNC(=O)c1c(C)noc1C | -1 | 0% | 1% | i | -7% | 3% | -11% |
| Cc1cc(Cl)ccc1C(=O)N1Cc2cnn(Cc3ccc(F)cc3)c2C1 | 9 | -1% | -14% | 0% | 45µM* | -5% | u |
| O=C(N[C@H]1CCN2C(=O)c3cc(-c4cccs4)ccc3NC(=O)[C@H]12)c1cccs1 | -6 | u | 7%[87.6 µM] | u | -24%[172 µM] | -4%[87.6 µM] | u |
| COC[C@H]1CCCN1Cc1cn(-c2ccccc2C)nc1-c1ccc(OC)c(F)c1 | -8 | -3% | -4% | -6% | u | -8% | u |
| Cn1ncc2c(N3CCN(S(N)(=O)=O)CC3)nc(-c3cccnc3)nc21 | 20 | -3% | -15% | 0% | u | -16% | 40µM* |
| O=C(c1nccc2ccccc12)N1CCC(c2noc(C3CC3)n2)C1 (stereo not given) | 2 | -3% | -19% | i | -3% | -3% | -10% |
| CC(Cc1cccnc1)Nc1ccc(-c2nccn2C)nn1 (stereo not given) | 30 | -10% | 16% | 3% | -22% | -6% | -14% |
| Cc1ccc(OCC(=O)Nc2nnc(SCc3cc(=O)c4ccccc4[nH]3)s2)cc1 | 2 | x | -2% | x | x | 7% | x |
| S=c1nc[nH]c2nc[nH]c12 | -10 | x | 6% | -11% | x | -22% | x |
| CO[C@H]1C(=O)N(C(C)C)[C@H]1C1CCN(C(=O)c2c[nH]c3ccccc23)CC1 | 13 | -2% | -21% | i | i | 3% | 0% |

Reprinted at random: 4 records from the list.
| compound | IP6K1 inhibitor | Luciferase inh | SNCA expr inh | GPT2 inhibitor | HEK293 tox | SNCA viab count | 3T3 cytotox |
| --- | --- | --- | --- | --- | --- | --- | --- |
| Cn1nc(CN2CCOCC2)c2c1CCN(S(=O)(=O)c1ccc3c(c1)CCC3)C2 | 17 | x | 16% | i | -28% | 9% | -30% |
| Cc1cccc(N2CCN(C(=O)CCCn3c(=O)[nH]c4ccsc4c3=O)CC2)c1C | -1 | x | 10% | x | x | 2% | x |
| Cn1ncc2c(N3CCN(S(N)(=O)=O)CC3)nc(-c3cccnc3)nc21 | 20 | -3% | -15% | 0% | u | -16% | 40µM* |
| COC(=O)c1ccccc1NC(=O)c1cnc2c(-c3cccc(C)c3)c(C)nn2c1C | 14 | x | 5% | x | x | -2% | x |
